CAL PDZ FP-1: CAL PDZ peptide-binding inhibitors, primary screen, biochemical, fluorescence polarization, Cer-tagged CAL PDZ, HTS | AID 504414, 2011 | purified CAL PDZ, TMR-peptide fluorescence polarization, 1 h | Golgi-associated PDZ and coiled-coil motif-containing protein (Homo sapiens), Q9HD26 | 0.02% of 330,000 active | inhibition, % at 20 µM;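 active = highest replicate inhibition of at least 40%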;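 also: plate controls were DMSO neutral control wells for no effect and unlabeled competitor peptide control wells for full effect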
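Material: tagged CAL PDZ domain; buffer or medium: 25 mM sodium phosphate pH 7.4, 150 mM NaCl, TCEP, IgG, Thesit; compound dosing: single point, 20 µM; schedule: 1 h incubation at room temperature before polarization reading; measured by: FP readout, S and P plane fluorescence; read-out basis: percent inhibition from loss of millipolarization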
NSD2 inh: NSD2 histone methyltransferase inhibitors, primary screen, biochemical, AlphaScreen, single concentration, set 2; inhibition, % at 12.5 µM; 0.54% of 310,000 active; NSD2 peptide methylation, 120 min; AID 743445, 2014; in the data active = inhibition above about 50%
CAL PDZ FP-2: untagged CAL PDZ binding inhibitors, primary screen, biochemical, fluorescence polarization, HTS. inhibition, % at 24.9 µM. 0.92% of 300,000 active. Golgi-associated PDZ and coiled-coil motif-containing protein (Homo sapiens), Q9HD26. AID 602252, 2012. purified CAL PDZ, TMR-peptide fluorescence polarization, 1 h;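 active = mean inhibition of at least 30% with at least half of replicates also reaching 30%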;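 also: 0% = DMSO neutral control and 100% = excess unlabeled competitor peptide PRC23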
PvdQ inh: P. aeruginosa PvdQ acylase inhibitors, primary screen, biochemical, fluorescence, plate reader and imaging, single point | 0.063% of 340,000 active | purified PvdQ acylase | inhibition, % at 10 µM | PvdQ acylase [Pseudomonas aeruginosa LESB58]; in the data active = inhibition above about 30%, passing the limit was not always enough;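 also: 0% = vehicle neutral wells and 100% = reference inhibitor wells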
dFosB act: activators of delta FosB homodimer, primary screen, biochemical, fluorescence polarization, TAMRA-CDK5 oligo, single point. Protein FosB (Mus musculus), P13346. purified delta FosB; percent of positive-control signal above neutral wells. 0.99% of 340,000 active. AID 493131, 2011. activation, % at 25 µM;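 active = mean activation above about 17%, with every replicate also reaching it, limit read from the data, passing the limit was not always enough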;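 also: fluorescence polarization rise as delta FosB binds a TAMRA Cdk5 AP-1 oligo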
MITF TRPM1 HTS: activators of MITF-driven TRPM1 promoter reporter, primary screen, cell-based, SK-MEL-5, luciferase, single point; SK-MEL-5 TRPM1-promoter luciferase, 24 h; % of positive control, neutral wells = 0; activation, % at 12.5 µM; 0.75% of 300,000 active; AID 588334, 2011;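 active = mean activation of at least 80% with every replicate also reaching 80%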;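 also: 0% = neutral control wells and 100% = parthenolide positive control wells; values of inactives mirror those of a sister screen read the other way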
Rtt109 HAT inh: inhibitors of C. albicans Rtt109/Vps75 HAT, primary screen, biochemical, ThioGlo CoA-SH fluorescence, plate reader. Histone acetyltransferase RTT109 (Candida albicans (strain SC5314 / ATCC MYA-2876)), …. purified Rtt109/Vps75, 4 h. inhibition, % at 34.9 µM. 0.16% of 330,000 active;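 active = inhibition of at least 50% in every replicate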
Target sequence (Q5AAJ8 whole entry, looked up): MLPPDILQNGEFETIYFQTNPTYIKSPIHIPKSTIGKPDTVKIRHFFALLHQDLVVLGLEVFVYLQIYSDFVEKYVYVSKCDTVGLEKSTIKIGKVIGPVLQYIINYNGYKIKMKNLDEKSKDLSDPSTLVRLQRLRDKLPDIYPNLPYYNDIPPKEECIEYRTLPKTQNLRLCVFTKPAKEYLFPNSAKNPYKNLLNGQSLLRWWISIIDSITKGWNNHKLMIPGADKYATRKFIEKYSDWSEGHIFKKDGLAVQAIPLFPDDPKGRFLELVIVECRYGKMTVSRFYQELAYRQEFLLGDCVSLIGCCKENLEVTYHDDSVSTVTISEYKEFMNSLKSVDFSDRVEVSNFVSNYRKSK
SR-BI HDL uptake: inhibitors of SR-BI mediated HDL lipid uptake, primary screen, ldlA[mSR-BI] cells, fluorescence, single point | Scavenger receptor class B member 1 (Mus musculus), Q61009 | ldlA[mSR-BI] CHO cells, DiI-HDL uptake fluorescence, 3 h | inhibition, % at 12.5 µM | 0.96% of 320,000 active | AID 488896, 2010;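 active = mean replicate inhibition of at least 70% and a set share of replicates each scoring 70 or more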;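 also: 0% = median of neutral control wells and 100% = median of positive control wells; values of inactives mirror those of a sister screen read the other way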
Target sequence (Q61009 whole entry, looked up): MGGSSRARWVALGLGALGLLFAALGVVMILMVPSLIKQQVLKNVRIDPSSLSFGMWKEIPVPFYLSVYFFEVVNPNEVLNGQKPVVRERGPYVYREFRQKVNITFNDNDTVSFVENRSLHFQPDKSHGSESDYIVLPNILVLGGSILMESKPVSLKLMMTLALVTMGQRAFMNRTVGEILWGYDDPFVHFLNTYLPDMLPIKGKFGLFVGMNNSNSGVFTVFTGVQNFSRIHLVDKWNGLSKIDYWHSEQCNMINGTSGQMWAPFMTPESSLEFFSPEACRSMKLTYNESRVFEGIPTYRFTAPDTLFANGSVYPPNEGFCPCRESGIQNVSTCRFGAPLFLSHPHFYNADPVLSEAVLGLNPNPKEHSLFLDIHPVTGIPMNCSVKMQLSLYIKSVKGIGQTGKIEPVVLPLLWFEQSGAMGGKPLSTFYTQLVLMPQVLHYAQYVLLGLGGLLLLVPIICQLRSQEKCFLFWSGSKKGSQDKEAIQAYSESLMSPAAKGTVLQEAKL
SR-BI uptake up: activators of SR-BI mediated DiI-HDL uptake, primary screen, ldlA[mSR-BI] CHO cells, DiI fluorescence. 3 h; 100 = double the neutral-control signal. activation, % at 12.5 µM. 0.096% of 320,000 active;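 active = mean replicate activation of at least 60% and every replicate at or above 60%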;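 also: 0% = median plate neutral-control signal and 100% = twice that signal; values of inactives mirror those of a sister screen read the other way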
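Material: SR-BI-overexpressing, LDLR-lacking CHO cells; schedule: compound exposure 3 h, 37 °C; reagent: DiI-labelled HDL at 10 µg/mL final; technique: bottom-read fluorescence, 550/595 nm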
PfHsp90 yeast 2: growth inhibition of PfHsp90-expressing yeast, primary screen, antimalarial PfHsp90 inhibitor project, S. cerevisiae, BacTiter-Glo luminescence, single point, set 2 | BacTiter-Glo ATP, 48 h; yeast lacking PDR1 and PDR3 efflux regulators | inhibition, % at 9.4 µM | 0.32% of 310,000 active | AID 504621, 2011;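 active = every replicate shows inhibition above about 80%, whatever the replicate mean, limit read from the data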;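 also: 0% = DMSO neutral controls and 100% = 20 µM radicicol positive controls; yeast relying on Plasmodium falciparum Hsp90 in place of its own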
Numbers without * were called inactive.

Results for O=C(COC(=O)c1cccc(S(=O)(=O)N2CCOCC2)c1)c1ccccc1 ?
CAL PDZ FP-1: -4.2; CAL PDZ FP-2: -1; PvdQ inh: -4; dFosB act: -14; MITF TRPM1 HTS: 5; Rtt109 HAT inh: -3; SR-BI HDL uptake: 18; SR-BI uptake up: -18; PfHsp90 yeast 2: -5

What do the screens show for `COc1ccc(C2=NN(c3ccccc3)C(c3ccc(OC)c(OC)c3)C2)cc1` (stereo unspecified)?
CAL PDZ FP-1: -0.1; NSD2 inh: -1; CAL PDZ FP-2: -2; PvdQ inh: -2; dFosB act: -1; MITF TRPM1 HTS: 84*; Rtt109 HAT inh: -12; SR-BI HDL uptake: 42; SR-BI uptake up: -42; PfHsp90 yeast 2: 8

What do the screens show for `COc1cccc(NC(=S)NCCCN2CCOCC2)c1`?
CAL PDZ FP-1: -1.4; NSD2 inh: -1; CAL PDZ FP-2: -7; PvdQ inh: -10; dFosB act: 0; MITF TRPM1 HTS: 5; Rtt109 HAT inh: -2; SR-BI HDL uptake: 15; SR-BI uptake up: -15; PfHsp90 yeast 2: -14

Results for Cc1nn(-c2ccccc2)c2c1C(c1ccncc1)C(C#N)=C(N)O2 (stereo unspecified) ?
CAL PDZ FP-1: -0.9; NSD2 inh: 0; CAL PDZ FP-2: 1; PvdQ inh: -17; dFosB act: 2; MITF TRPM1 HTS: -10; Rtt109 HAT inh: 2; SR-BI HDL uptake: 10; SR-BI uptake up: -10; PfHsp90 yeast 2: -20

How did CCOc1ccc(-c2noc(CCC(=O)NCCc3ccccc3)n2)cc1OC do in these assays?
CAL PDZ FP-1: 0.6; NSD2 inh: 0; CAL PDZ FP-2: -2; PvdQ inh: -12; dFosB act: -9; Rtt109 HAT inh: -7; SR-BI HDL uptake: 16; SR-BI uptake up: -16; PfHsp90 yeast 2: 16

What do the screens show for `CCCn1c(=O)n(N)c2ccccc21`?
CAL PDZ FP-1: 0.2; NSD2 inh: 1; CAL PDZ FP-2: 0; PvdQ inh: 3; dFosB act: -2; MITF TRPM1 HTS: 4; Rtt109 HAT inh: 0; SR-BI HDL uptake: -40; SR-BI uptake up: 40; PfHsp90 yeast 2: 8

How did CCCc1n[nH]c2c1C(=O)C(C(=O)OC)C(C)(C)C2 (stereo unspecified) do in these assays?
CAL PDZ FP-1: -0.7; NSD2 inh: -1; CAL PDZ FP-2: 0; PvdQ inh: -9; dFosB act: 7; MITF TRPM1 HTS: -3; Rtt109 HAT inh: 8; SR-BI HDL uptake: -2; SR-BI uptake up: 2; PfHsp90 yeast 2: -1

Results for O=C(NCc1ccccc1)C1CC(=O)N(c2ccc(OCC(=O)N3CCOCC3)cc2)C1 (stereo unspecified) ?
CAL PDZ FP-1: -1.3; NSD2 inh: -1; CAL PDZ FP-2: -4; PvdQ inh: -10; dFosB act: -8; MITF TRPM1 HTS: -3; Rtt109 HAT inh: -1; PfHsp90 yeast 2: -15

Results for OCCNc1nc(-c2ccccc2)c2cc(Br)ccc2n1 ?
CAL PDZ FP-1: -25; NSD2 inh: -5; CAL PDZ FP-2: -2; PvdQ inh: -3; dFosB act: -8; MITF TRPM1 HTS: -10; Rtt109 HAT inh: -7; SR-BI HDL uptake: 2; SR-BI uptake up: -2; PfHsp90 yeast 2: -20

Results for CCC(=O)Nc1cccc(NC(=O)COc2ccc(OC)cc2)c1 ?
CAL PDZ FP-1: -0.7; NSD2 inh: 0; CAL PDZ FP-2: -3; PvdQ inh: -9; dFosB act: 3; MITF TRPM1 HTS: 0; Rtt109 HAT inh: -5; SR-BI HDL uptake: -2; SR-BI uptake up: 2; PfHsp90 yeast 2: 15

How did COc1ccc(OC)c(CN2CCN(C(=O)CNC(=O)c3ccc(C(C)(C)C)cc3)CC2)c1 do in these assays?
CAL PDZ FP-1: -0.5; CAL PDZ FP-2: -4; PvdQ inh: 2; dFosB act: 1; MITF TRPM1 HTS: 16; Rtt109 HAT inh: 17; SR-BI HDL uptake: 29; SR-BI uptake up: -29; PfHsp90 yeast 2: 4

Results for Cc1ccccc1CC1(CO)CCCN(Cc2ccc(C#CC(C)(C)O)cc2)C1 (stereo unspecified) ?
CAL PDZ FP-1: -1.3; NSD2 inh: 33; CAL PDZ FP-2: -3; PvdQ inh: -6; dFosB act: -9; MITF TRPM1 HTS: 0; SR-BI HDL uptake: 12; SR-BI uptake up: -12; PfHsp90 yeast 2: 9

Results for Cc1ccc(NC(=O)COC(=O)CNC(=O)C2CCCCC2)cc1S(=O)(=O)N(C)C ?
CAL PDZ FP-1: 0.1; NSD2 inh: 3; CAL PDZ FP-2: -4; PvdQ inh: -11; dFosB act: -4; MITF TRPM1 HTS: 6; Rtt109 HAT inh: -2; SR-BI HDL uptake: -13; SR-BI uptake up: 13

How did CC1CC(C)CN(C(=O)C2CCC(CNS(=O)(=O)c3ccccc3)CC2)C1 (stereo unspecified) do in these assays?
CAL PDZ FP-1: 0.2; NSD2 inh: -2; CAL PDZ FP-2: 0; PvdQ inh: -14; dFosB act: -12; MITF TRPM1 HTS: -4; Rtt109 HAT inh: 4; SR-BI HDL uptake: 30; SR-BI uptake up: -30; PfHsp90 yeast 2: -12

How did CCCCCOc1ccc(C2C(C(C)=O)=C(C)Nc3ncnn32)cc1OC (stereo unspecified) do in these assays?
CAL PDZ FP-1: -0.6; NSD2 inh: 3; CAL PDZ FP-2: -2; PvdQ inh: -4; dFosB act: -6; MITF TRPM1 HTS: 4; Rtt109 HAT inh: 3; SR-BI HDL uptake: -5; SR-BI uptake up: 5; PfHsp90 yeast 2: -10

Results for O=C1[C@@H](Oc2ccccc2)[C@@H](c2ccncc2)N1c1ccccc1 ?
CAL PDZ FP-1: -0.2; CAL PDZ FP-2: -5; PvdQ inh: -13; dFosB act: -4; MITF TRPM1 HTS: -15; Rtt109 HAT inh: 0; SR-BI HDL uptake: 0; SR-BI uptake up: 0; PfHsp90 yeast 2: 2

What do the screens show for `C=CCN1C(=O)C(Cc2ccc(Br)cc2)S/C1=N\N=C\c1ccco1` (stereo unspecified)?
CAL PDZ FP-1: -1.8; NSD2 inh: -4; CAL PDZ FP-2: -1; PvdQ inh: 7; dFosB act: -1; MITF TRPM1 HTS: -9; Rtt109 HAT inh: 34; SR-BI HDL uptake: -9; SR-BI uptake up: 9; PfHsp90 yeast 2: -23

How did CC(=O)N1CCOc2ccc(S(=O)(=O)Nc3cccc(C)n3)cc21 do in these assays?
CAL PDZ FP-1: -0.7; NSD2 inh: -1; CAL PDZ FP-2: -7; PvdQ inh: -5; dFosB act: -5; MITF TRPM1 HTS: 2; Rtt109 HAT inh: -5; SR-BI HDL uptake: -1; SR-BI uptake up: 1; PfHsp90 yeast 2: 10

How did COc1ccc(CCN2C(=O)CC(Cc3ccc(Br)cc3)C2=O)cc1OC (stereo unspecified) do in these assays?
CAL PDZ FP-1: -1.3; NSD2 inh: -2; CAL PDZ FP-2: -4; PvdQ inh: 0; dFosB act: 0; MITF TRPM1 HTS: 17; Rtt109 HAT inh: 3; SR-BI HDL uptake: 26; SR-BI uptake up: -26; PfHsp90 yeast 2: -42

What do the screens show for `Nc1c(Cl)cc(Cl)cc1C(=O)OCC(=O)N1CCOCC1`?
CAL PDZ FP-1: -1.9; NSD2 inh: 4; CAL PDZ FP-2: -1; PvdQ inh: 2; dFosB act: -6; MITF TRPM1 HTS: 1; Rtt109 HAT inh: 8; SR-BI HDL uptake: 29; SR-BI uptake up: -29; PfHsp90 yeast 2: 1

What do the screens show for `Cc1cc(C)nc(N/N=C/c2ccncc2)n1`?
CAL PDZ FP-1: -0.2; NSD2 inh: -2; CAL PDZ FP-2: -1; PvdQ inh: -1; dFosB act: 2; MITF TRPM1 HTS: -12; Rtt109 HAT inh: 9; SR-BI HDL uptake: -7; SR-BI uptake up: 7; PfHsp90 yeast 2: 7

What do the screens show for `NC(=O)c1ccc(/C=N/O)[n+](Cc2ccccc2)c1`?
CAL PDZ FP-1: -0.6; NSD2 inh: 0; CAL PDZ FP-2: 9; PvdQ inh: -16; dFosB act: 3; Rtt109 HAT inh: 8; SR-BI HDL uptake: 7; SR-BI uptake up: -7; PfHsp90 yeast 2: -18

How did COc1ccc(C(=O)Nc2nc3ccccc3s2)cc1 do in these assays?
CAL PDZ FP-1: -3.2; NSD2 inh: -3; CAL PDZ FP-2: 0; PvdQ inh: -17; dFosB act: -29; Rtt109 HAT inh: 6; SR-BI HDL uptake: 66; SR-BI uptake up: -66; PfHsp90 yeast 2: 1

Results for O=C(C[C@H]1C/C=C\CC[C@H](Cc2ccc(F)cc2)C(=O)OC[C@H]2CCCN2C1=O)N[C@@H](CO)Cc1ccccc1 ?
CAL PDZ FP-1: -1.3; CAL PDZ FP-2: -1; PvdQ inh: -11; dFosB act: -15; MITF TRPM1 HTS: -1; Rtt109 HAT inh: 25; SR-BI HDL uptake: -12; SR-BI uptake up: 12; PfHsp90 yeast 2: -10

Results for CC(NC(=O)c1ccc(Cl)c(S(=O)(=O)N2CCCCCC2)c1)c1cccnc1 (stereo unspecified) ?
CAL PDZ FP-1: -1.3; NSD2 inh: 0; CAL PDZ FP-2: -1; PvdQ inh: 5; dFosB act: -14; MITF TRPM1 HTS: -13; Rtt109 HAT inh: 9; SR-BI HDL uptake: 36; SR-BI uptake up: -36; PfHsp90 yeast 2: 3

Retrieved one by one from above:
Results for O=C(C[C@H]1C/C=C\CC[C@H](Cc2ccc(F)cc2)C(=O)OC[C@H]2CCCN2C1=O)N[C@@H](CO)Cc1ccccc1 ?
CAL PDZ FP-1: -1.3; CAL PDZ FP-2: -1; PvdQ inh: -11; dFosB act: -15; MITF TRPM1 HTS: -1; Rtt109 HAT inh: 25; SR-BI HDL uptake: -12; SR-BI uptake up: 12; PfHsp90 yeast 2: -10

What do the screens show for `NC(=O)c1ccc(/C=N/O)[n+](Cc2ccccc2)c1`?
CAL PDZ FP-1: -0.6; NSD2 inh: 0; CAL PDZ FP-2: 9; PvdQ inh: -16; dFosB act: 3; Rtt109 HAT inh: 8; SR-BI HDL uptake: 7; SR-BI uptake up: -7; PfHsp90 yeast 2: -18
